IMPase Li inh: membrane-permeable IMPase blocker, potentiated with lithium | CHO-M1 cells, IP1 TR-FRET (IP-One), carbachol + lithium | Potency, µM (highest dose often 59.4 µM), without a hit: top-dose activity, negative = IMPase inhibition, most hits filed as inhibitors | hit rate 0.35% among 210,000;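 note: IP1 builds up when IMPase is blocked and the TR-FRET signal falls; plate controls were basal vehicle for no effect and high inhibitor control for full effect; nearly all actives have a fitted effect of over 50% in size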
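Concentration–response in CHO-M1 cells, lithium-potentiated; 30 min at 37C. IP1 detected by competitive TR-FRET after 10 min lysis at RT. Hill-fitted AC50.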
GAA spleen mod: lysosomal alpha-glucosidase (human) modulation; P10253; human spleen homogenate, 4-MU-alpha-glucoside fluorescence; Potency, µM (top dose mostly 79.9 µM), for the others: at the highest dose activity change, negative = inhibition, actives largely listed as inhibitors; hit rate 0.006% among 240,000; AID 2112;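 note: 0% = enzyme with vehicle and -100% = no enzyme basal signal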
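AC50 values come from Hill-equation fits of concentration-response data, normalized to no-enzyme and full-activity controls. Enzyme source: 1 ug human spleen homogenate; 1 mM fluorogenic 4-MU glucoside, pH 5.0 citrate buffer, 37 C, 40 min.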
RGS12 GoLoco inh: inhibitors of human Gai1-RGS12 GoLoco interaction (red fluorophore); P63096; Potency, µM (series often up to 61.6 µM), for the others: at the highest dose activity, negative = inhibition, hits mostly inhibitors; Gai1:RGS12 GoLoco peptide FP, rhodamine, 10 min; AID 880; hit rate 0.44% among 230,000; active = well fitted inhibition curve with a large enough effect, not every such curve was filed as active; inactive = no such curve, though single readings can be large or run the other way; note: % is set by controls: 0 for no effect and ±100 for the full control effect; nearly all actives have a fitted effect of over 30% in size; many of its hits are not listed in these tables
Target sequence (P63096 whole entry, looked up): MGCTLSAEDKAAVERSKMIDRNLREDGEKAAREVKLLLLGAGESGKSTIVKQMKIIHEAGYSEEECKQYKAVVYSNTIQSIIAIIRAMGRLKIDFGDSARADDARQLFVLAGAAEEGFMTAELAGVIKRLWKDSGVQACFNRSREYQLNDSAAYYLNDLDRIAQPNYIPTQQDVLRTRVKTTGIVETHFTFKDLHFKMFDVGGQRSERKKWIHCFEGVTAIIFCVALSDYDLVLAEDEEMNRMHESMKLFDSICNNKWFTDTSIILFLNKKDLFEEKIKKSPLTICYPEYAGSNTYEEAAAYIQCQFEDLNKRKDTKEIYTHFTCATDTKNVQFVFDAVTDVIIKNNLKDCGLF
HTT ATP protect: protects HTT-Q103 PC12 cells, measured by ATP | PC12 HTT-Q103 induced, cytoprotection, ATP luminescence, 40 h | Potency, µM (top dose mostly 56.4 µM), without a hit: cytoprotection (ATP increase), usual class: activators | hit rate 0.14% among 230,000;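 note: % of control where 0% means no effect; nearly all actives have a fitted effect of over 45% in size; toxic huntingtin expression switched on by the ecdysone agonist tebufenozide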
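Compounds were screened for protection of PC12 cells against cell death after tebufenozide induction (100 nM final) of mutant Huntingtin exon 1 (Q103) fused to GFP.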
HTT aggregate: mutant huntingtin aggregation inhibition; Potency, µM (series often up to 46.1 µM), without a hit: top-dose activity change, negative = inhibition, usual class: inhibitors; PC12 HttQ103-GFP aggregates, Acumen cytometry, 40 h; hit rate 1.1% among 220,000; note: % is set by controls: 0 for no effect and ±100 for the full control effect; nearly all actives have a fitted effect of over 60% in size
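Huntingtin Q103 exon 1–GFP aggregates in induced PC12 cells (100 nM tebufenozide) were quantified by cytometry from lysates, with compounds dosed in titration.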
GAA inhib: blocks human lysosomal alpha-glucosidase | hit rate 0.005% among 200,000 | P10253 | Potency, µM (doses to about 76.9 µM), inactives show top-dose activity change, negative = inhibition, actives largely listed as inhibitors | AID 1466 | purified human GAA, 4-MU-alpha-glucoside fluorescence;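 note: plate controls were uninhibited enzyme wells for no effect and no-enzyme background for full effect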
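Enzyme (4 nM final) mixed with compound (up to 77 uM), then 4-MU-alpha-D-pyranoside (400 uM final) added; 20 min at room temperature, pH 5.0. Reaction stopped at pH 10, fluorescence read, AC50 derived by Hill fit.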
GAA glycogen: alters human alpha-glucosidase cleavage of glycogen; P10253; recombinant GAA, glycogen substrate, Amplex Red glucose oxidase fluorescence; Potency, µM (titrated, usually from 76.4 µM), for the others: top-dose activity change, negative = inhibition, most hits filed as inhibitors; hit rate 0.38% among 300,000; AID 2100;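 note: 0% = full enzyme reaction and -100% = no-enzyme basal signal; the screen sought inhibitors and activators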
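Recombinant human enzyme (4 nM); glycogen substrate; 37 C, 40 min, pH 5.0. Readout: coupled glucose oxidase/Amplex Red fluorescence.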
* = called active by the depositor; ? = inconclusive; . = not tested or not shown; [ ] = another dose, or the depositor's remark. Unless noted, calls come from the whole dose curve; as a rule, active = well fitted curve in the direction sought with a large enough effect; inconclusive = small, poorly fitted or top-dose-only effect, or another doubt; inactive = no such curve, though single readings can be large; an effect the other way counts as inactive or inconclusive. Potency is the fitted concentration of half-maximal effect.

entry	canonical_smiles	IMPase Li inh	GAA spleen mod	RGS12 GoLoco inh	HTT ATP protect
1	COc1ccc(N(C2CSC2)S(=O)(=O)c2ccccc2)cc1	6.1%[38.3 µM]	-1.2%	-0.8%	9.7%
2	O=Nc1c(O)n(Cc2cccc(Cl)c2)c2ccccc12	-13.5%[38.3 µM]	-3.8%	6.9%	12.1%
3	Cn1ccc(C(=O)Nc2ccc(Br)cc2Br)n1	-1.7%	-4.5%	-1.6%	-16.4%[10 µM]
4	O=C(O)c1cn[nH]c1-n1cnnn1	-4.7%[38.3 µM]	-12.2%	1.7%	-2.6%[10 µM]
5	O=C(N/N=C/c1ccc(COc2ccc(Br)cc2)o1)c1ccco1	1.5%	-4.8%	4.5%	.
6	O=C(OCn1nnc2ccccc2c1=O)c1ccc2ccccc2n1	-7.5%[38.3 µM]	0.1%	-0.2%	-13.8%[10 µM]
7	O=C(N/N=C/c1cccc([N+](=O)[O-])c1)c1cccc2cc[nH]c12	-5.6%	-1.6%	1.2%	-43.7%[inhibitor]
8	COc1ccc(C(=O)N2CCN(S(=O)(=O)c3cc(Cl)ccc3OC)CC2)cc1	4.6%[38.3 µM]	-4.9%	-1.1%	8.3%
9	Cc1cccc(NC(=S)N(Cc2ccc(Br)cc2)Cc2ccc(C(=O)O)cc2)c1	15.6%	1.8%	3.5%	-16.5%
10	COc1ccc(C2N(c3ccc(OC)cc3)C(=S)N3CCCN23)cc1 (centres undefined)	7.3%	0.3%	-7.1%	.

entry	HTT aggregate	GAA inhib	GAA glycogen
1	2.4%	-9.8%	0.3%
2	-0.3%	-0.1%	-8.3%
3	23.3%	0.9%	3.2%
4	18.5%	-1.8%	2.7%
5	18.4%	5.2%	9.5%
6	-4.5%	-0.2%	10.1%
7	-0.9%	3.2%	5.1%
8	7.0%	-14.2%	-0.3%
9	-9.4%	5.0%	3.6%
10	-6.3%	3.7%	0.9%

Screen by screen, quoted from above:
GAA spleen mod for nos. 1 to 10 → -1.2%, -3.8%, -4.5%, -12.2%, -4.8%, 0.1%, -1.6%, -4.9%, 1.8%, 0.3%
GAA glycogen for nos. 1 to 10 → 0.3%, -8.3%, 3.2%, 2.7%, 9.5%, 10.1%, 5.1%, -0.3%, 3.6%, 0.9%

(further entries)
entry	canonical_smiles	IMPase Li inh	GAA spleen mod	RGS12 GoLoco inh	HTT ATP protect
11	CC(C)(C)c1nnc(NC(=O)Cc2ccccc2[N+](=O)[O-])s1	-2.4%	-2.0%	-10.8%	.
12	CC(=O)CSc1ncnc2c1cnn2-c1ccccc1	3.5%	-8.6%	8.2%	.
13	O=C(CCN1CCCCC1c1cccnc1)NCc1ccccc1 (centres undefined)	27.6%[38.3 µM]	-12.8%	8.0%	-18.8%[10 µM]
14	O=C(O)CCn1[nH]c(=O)c2ccccc2c1=O	6.7%[38.3 µM]	-9.7%	3.7%	8.0%
15	COCCCNC(=O)c1ccc(Cn2c(=O)c3ccccc3n(CC(=O)NCc3ccco3)c2=O)cc1	-1.0%	5.1%	0.9%	-48.1%[inhibitor]
16	COc1cc(/C=N/NC(=O)c2cccnc2)ccc1OCC(=O)Nc1ccccc1Cl	6.5%	.	13.9%	-28.7%
17	Cc1ccc(-c2noc(CCC(=O)NCCc3ccccc3Cl)n2)cc1	15.7%[38.3 µM]	-0.9%	6.9%	-8.4%[10 µM]
18	CCN(CC)c1ccc(CN(C(=O)c2ccco2)C2CCS(=O)(=O)C2)cc1 (centres undefined)	10.5%[38.3 µM]	-6.0%	-21.1%	-21.1%[0.074 µM]
19	Cc1ccc(C(=O)N/N=C\c2ccc(Br)o2)o1	1.2%[38.3 µM]	0.7%	6.8%	-3.5%
20	COc1cc2cc(CN(CCCN3CCOCC3)C(=O)Nc3ccccc3F)c(=O)[nH]c2cc1OC	4.7%	-6.3%	9.2%	-1.3%[10 µM]

entry	HTT aggregate	GAA inhib	GAA glycogen
11	12.2%	2.5%	-4.5%
12	-0.7%	-6.1%	-1.3%
13	-2.0%	6.5%	-4.4%
14	20.9%	5.0%	3.0%
15	-0.9%	-4.0%	-9.9%
16	14.2%	10.2%	-0.4%
17	-2.5%	-0.3%	-0.8%
18	9.3%	0.5%	-7.6%
19	13.3%	4.3%	2.6%
20	7.1%[9.22 µM]	11.7%	9.8%

More compounds:
entry	canonical_smiles	IMPase Li inh	GAA spleen mod	RGS12 GoLoco inh	HTT ATP protect
21	COC(=O)c1c(C)[nH]c(C(=O)OCC(=O)NC(C)(C)C)c1C	2.3%	-7.7%	6.9%	-32.1%
22	O=C(C1=C(O)C(=O)N(CCCN2CCOCC2)C1c1ccccn1)c1cc2ccccc2o1 (centres undefined)	11.2µM*	1.9%	-1.2%	-12.1%
23	O=C(NC(=S)Nc1ccc(Oc2ccccc2)cc1)c1ccc(Cl)cc1	5.9%[38.3 µM]	-4.5%	-5.0%	?
24	Cc1ccc(S(=O)(=O)Cn2nnnc2C(c2ccccn2)N2CCN(c3ccccc3)CC2)cc1 (centres undefined)	-11.6%[38.3 µM]	-1.9%	-1.8%	5.9%
25	O=C(N/C(=C/C=C/c1ccccc1)C(=O)N1CCOCC1)c1ccccc1Br	6.9%	.	12.7%	-6.7%
26	Cn1cccc1Cc1nnc(SCC(=O)N2CCN(c3ccccc3)CC2)n1-c1ccc(F)cc1	13.5%[38.3 µM]	1.0%	15.8%	-24.7%
27	COc1ccc(C(=O)Nc2cccc(C(=O)N3CCN(C)CC3)c2)cc1	1.9%[38.3 µM]	-6.0%	5.7%	-14.9%
28	COCc1c(Br)c(C)nc(OCC(=O)N/N=C/c2ccc(C)o2)c1C#N	-3.2%	.	-10.6%	5.9%
29	Cc1[nH]nc2c1C1(CCOCC1)C(C#N)=C(N)O2	-5.0%[38.3 µM]	-2.4%	-1.8%	-8.0%
30	c1ccc(-c2cc(-c3ccncc3)nc3ccc4ccccc4c23)cc1	24.3%	-8.8%	3.8%	0.5%[10 µM]

entry	HTT aggregate	GAA inhib	GAA glycogen
21	9.9%[9.22 µM]	3.9%	-4.8%
22	-17.5%	-5.3%	6.1%
23	?	-1.8%	-17.5%
24	-0.1%	-3.4%	-10.8%
25	9.0%	-7.0%	11.3%
26	10.8%	-7.1%	-8.6%
27	-2.7%	-4.3%	-6.0%
28	-13.3%	0.2%	7.8%
29	22.1%	-1.5%	-14.2%
30	-4.6%	0.7%	-13.0%

Overlap with the part before: five compounds; new compounds follow.
entry	canonical_smiles	IMPase Li inh	GAA spleen mod	RGS12 GoLoco inh	HTT ATP protect
26	Cn1cccc1Cc1nnc(SCC(=O)N2CCN(c3ccccc3)CC2)n1-c1ccc(F)cc1	13.5%[38.3 µM]	1.0%	15.8%	-24.7%
27	COc1ccc(C(=O)Nc2cccc(C(=O)N3CCN(C)CC3)c2)cc1	1.9%[38.3 µM]	-6.0%	5.7%	-14.9%
28	COCc1c(Br)c(C)nc(OCC(=O)N/N=C/c2ccc(C)o2)c1C#N	-3.2%	.	-10.6%	5.9%
29	Cc1[nH]nc2c1C1(CCOCC1)C(C#N)=C(N)O2	-5.0%[38.3 µM]	-2.4%	-1.8%	-8.0%
30	c1ccc(-c2cc(-c3ccncc3)nc3ccc4ccccc4c23)cc1	24.3%	-8.8%	3.8%	0.5%[10 µM]
31	O=C(CC1C(=O)NCCN1CC1CCCCC1)NCc1ccc(Cl)cc1 (centres undefined)	6.7%	3.7%	-6.4%	25.9%[10 µM]
32	CCSc1ccccc1C(=O)NCc1cccnc1	9.9%	-11.9%	-9.3%	1.7%[10 µM]
33	CCc1ccccc1S(=O)(=O)Cc1ccc(C(=O)NCc2ccc3c(c2)OCO3)o1	2.7%[38.3 µM]	-3.2%	17.4%	-1.0%
34	C#CCSc1nnc(-c2ccc(O)cc2)o1	6.5%	.	7.7%	-40.2%[inhibitor]
35	CCOC(=O)COc1ccc2cc(C(=O)OCC)c(=O)oc2c1	-10.1%[38.3 µM]	?	1.2%	-10.8%
36	COc1ccc(CC(NC(C)=O)C(=O)N2CCN(C(=O)Nc3cccc(F)c3)CC2)cc1OC (centres undefined)	0.2%	-0.6%	-1.4%	-4.4%[10 µM]
37	COc1ccc(C)cc1NC(=O)N1CCCc2ccccc21	25.1µM*	-1.2%	1.8%	-6.8%[10 µM]
38	COC(Cn1c(-c2cccc(S(=O)(=O)N(C)C)c2)n[nH]c1=S)OC	6.3%	0.3%	7.9%	-36.6%
39	O=C1OCCC1Sc1nnc(-c2ccc(Cl)cc2Cl)o1 (centres undefined)	.	-14.1%	-0.9%	-15.3%[10 µM]
40	C=CCNC(=O)C1CC(=O)N(c2ccc(OCC(=O)Nc3cccc(OC)c3)cc2)C1 (centres undefined)	7.1%[38.3 µM]	-3.2%	0.9%	-24.0%[0.074 µM]

entry	HTT aggregate	GAA inhib	GAA glycogen
26	10.8%	-7.1%	-8.6%
27	-2.7%	-4.3%	-6.0%
28	-13.3%	0.2%	7.8%
29	22.1%	-1.5%	-14.2%
30	-4.6%	0.7%	-13.0%
31	16.3%[9.22 µM]	-2.8%	-0.9%
32	-11.1%[9.22 µM]	11.5%	-1.1%
33	-11.0%	-7.9%	0.7%
34	-8.7%	-0.1%	-1.2%
35	-5.3%	?	-1.5%
36	-6.9%[9.22 µM]	6.3%	10.5%
37	8.8%[9.22 µM]	.	-1.3%
38	13.5%	9.2%	-4.0%
39	1.6%[9.22 µM]	-2.3%[15.4 µM]	-6.3%
40	11.0%	-4.4%	-1.8%

More structures follow.
entry	canonical_smiles	IMPase Li inh	GAA spleen mod	RGS12 GoLoco inh	HTT ATP protect
41	CCc1ccc(CCC(=O)Nc2nc(CC(C)=O)ns2)o1	-4.7%[38.3 µM]	-1.4%	3.0%	1.9%
42	COc1ccc(NC(=O)Cn2nnc(-c3ccccc3NS(=O)(=O)c3ccccc3)n2)cc1	13.3%	-8.1%	-2.4%	2.3%[10 µM]
43	O=C(CCN1CCN(c2ccc(Cl)cc2)CC1)Nc1ccccc1F	-8.0%[38.3 µM]	-3.4%	-2.1%	-8.6%[0.074 µM]
44	O=C(NCc1nnc(SCc2ccccc2)n1-c1ccc(F)cc1)C12CC3CC(CC(C3)C1)C2	7.5%	4.3%	-1.1%	-4.0%[10 µM]
45	COc1ccc(NC(=O)CN(c2cc(C)cc(C)c2)S(=O)(=O)c2c(C)n[nH]c2C)cc1	4.1%[38.3 µM]	7.0%	11.3%	10.0%
46	O=C(NCC1CCN(S(=O)(=O)c2ccccc2)CC1)Nc1ccc(F)cc1F	.	-1.4%	7.1%	-4.3%[10 µM]

entry	HTT aggregate	GAA inhib	GAA glycogen
41	-7.4%	-2.7%	-2.7%
42	12.2%	-2.8%	2.0%
43	8.7%	5.3%	-0.9%
44	-6.7%	-4.6%	-10.2%
45	14.0%	-14.3%	-35.0%
46	-2.4%[9.22 µM]	0.9%	3.8%

The list is partial. The share of hits here may be higher or lower than overall.
